APJ antagonist = blocks the human apelin receptor APJ | AID 2521 | CHO-K1 APJ beta-arrestin complementation, luminescence | 330,000 compounds, 0.32% hits | inhibition, % at 20 µM;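 active = inhibition above about 40% at 20 µM, limit read from the data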;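 also: cells challenged with 10 nM apelin-13 agonist together with compound; plate controls were apelin-13 plus DMSO wells for no effect and DMSO wells lacking apelin-13 for full effect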
UBC13 inh = human UBC13 polyubiquitination inhibition; UBC13 polyubiquitin chain formation, TR-FRET; AID 485273; 330,000 compounds, 0.47% hits; P61088; inhibition, % at 20 µM; in the data active = inhibition above about 45%, passing the limit was not always enough
Target sequence (P61088 whole entry, looked up): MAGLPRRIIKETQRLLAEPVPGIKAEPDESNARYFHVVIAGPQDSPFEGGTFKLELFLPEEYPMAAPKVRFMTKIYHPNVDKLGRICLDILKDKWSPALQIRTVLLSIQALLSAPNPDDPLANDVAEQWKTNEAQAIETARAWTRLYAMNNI
697 NFkB inh = inhibitors of the PMA/ionomycin-induced NF-kB reporter in 697 B cells. 697 B-cell NF-kB luciferase reporter, 16 h. inhibition, % at 4 µM. 330,000 compounds, 0.33% hits. AID 435022; in the data active = inhibition above about 35%
Jurkat NFkB inh = lowers PMA/ionomycin-induced NF-kB signal in Jurkat cells. inhibition, % at 4 µM. PMA/ionomycin-induced NF-kB luciferase reporter, luminescence. 330,000 compounds, 0.53% hits; in the data active = inhibition above about 50%
CCR6 antag = antagonists of human CCR6 receptor | P51684 | CHO-K1 CCR6 PathHunter beta-arrestin, luminescence, CCL20-stimulated | 340,000 compounds, 0.49% hits | inhibition, % at 20 µM;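 active = compounds whose inhibition of the agonist-driven luminescence signal at 20 µM reaches about 50%, limit read from the data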;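 also: cells stimulated with CCL20 at 14 nM final; plate controls were DMSO with CCL20 for no effect and DMSO without agonist for full effect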
Target sequence (P51684 whole entry, looked up): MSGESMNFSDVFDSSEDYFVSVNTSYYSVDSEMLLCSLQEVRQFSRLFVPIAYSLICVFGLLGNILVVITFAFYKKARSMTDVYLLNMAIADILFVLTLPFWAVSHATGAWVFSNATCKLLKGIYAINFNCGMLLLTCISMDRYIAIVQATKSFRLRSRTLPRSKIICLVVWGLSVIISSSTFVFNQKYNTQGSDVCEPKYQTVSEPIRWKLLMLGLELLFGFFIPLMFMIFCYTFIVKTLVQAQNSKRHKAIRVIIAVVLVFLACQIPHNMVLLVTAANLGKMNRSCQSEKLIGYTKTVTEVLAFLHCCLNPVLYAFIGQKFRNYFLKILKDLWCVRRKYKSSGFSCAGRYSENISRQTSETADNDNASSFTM
EBI2 antag = antagonists of human EBI2 receptor | P32249 | EBI2 beta-arrestin recruitment, luminescence, 7a,25-OHC stimulated | inhibition, % at 5 µM | 360,000 compounds, 0.81% hits | AID 651636; in the data active = inhibition above about 38%;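 also: enzyme fragment complementation signal reports receptor beta-arrestin coupling in cells; 0% = agonist plus DMSO wells and 100% = wells without agonist; some results beyond the cut were filed as inactive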
Gli-Sufu antag = Gli-Sufu pathway antagonism. Sufu-KO-LIGHT fibroblasts, Gli luciferase reporter luminescence. inhibition, % at 5 µM. 340,000 compounds, 0.74% hits. AID 588413;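 active = inhibition above about 55%, limit read from the data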;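 also: 0% = DMSO-treated cells and 100% = wells with medium but no cells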
CXCR6 inh = blocks human CXCR6 beta-arrestin recruitment; O00574; CHO-K1 PathHunter CXCR6 beta-arrestin, luminescence; inhibition, % at 20 µM; 360,000 compounds, 0.36% hits; AID 602244; in the data active = inhibition above about 34%, passing the limit was not always enough;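 also: antagonist mode with CXCL16 agonist at 10 nM final; 0% = 10 nM CXCL16 with DMSO and 100% = unstimulated wells without agonist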
* = called active by the depositor; . = not tested or not shown.

#	compound	APJ antagonist	UBC13 inh	697 NFkB inh	Jurkat NFkB inh
1	Cc1ccc(CCN2C(=O)c3ccccc3C2C(=O)NCc2cccnc2)cc1 (stereo unspecified)	20	-5	10	4
2	Oc1ccc(C[C@H]2CNC(=S)N2CC2CCCN2C[C@H](Cc2ccc(O)cc2)N2C[C@H](Cc3ccccc3)N(CC3CCCCC3)C2=S)cc1 (stereo partly specified)	.	.	.	.
3	Cc1ccc(S(=O)(=O)N[C@@H](C)C(=O)N2CCC(C(=O)N[C@@H](Cc3ccccc3)C(=O)O)CC2)cc1	16	-3	4	-2
4	COCCn1c(SCC(=O)NC2CCCCC2C)nnc1-c1ccncc1 (stereo unspecified)	10	0	19	-2
5	Cc1cc(C)n2nc(SCC(=O)Nc3ccc(F)cc3)nc2n1	22	7	5	4
6	CC(OC(=O)CCCNC(=O)c1ccc(Cl)cc1)C(=O)N(C)Cc1ccccc1 (stereo unspecified)	16	-2	0	10
7	Cc1nnc(NC(=O)Cn2nc(C)c3ccccc3c2=O)s1	19	6	5	10
8	O=C(Cc1ccccc1)NC1CCS(=O)(=O)C1 (stereo unspecified)	20	6	12	-3
9	COc1cc(N)c(Cl)cc1C(=O)OCC(=O)N(C)C1CCCCC1	9	6	20	2
10	O=C(CC(NC(=O)c1ccccc1)c1ccccc1)Nc1cccc2ccccc12 (stereo unspecified)	-18	1	21	10
11	O=C(Nc1ccc(Cl)c(Cl)c1)Nc1nnc(CSc2ccccc2)s1	2	-2	-45	23
12	CC(=O)c1cnc2c(-c3cccc(Br)c3)cnn2c1C	9	3	-29	-42
13	C=CCn1c(CC(=O)OC)csc1=Nc1ccc(C(C)=O)cc1	-1	-6	-29	-21
14	Cc1oc(-c2cccc(F)c2)nc1CN1CCCCC1CCn1cccn1 (stereo unspecified)	-13	-11	-2	6
15	CC(C)CCn1c(N2CCc3ccccc3C2)nc2c1c(=O)[nH]c(=O)n2C	-4	-2	-14	4

#	CCR6 antag	EBI2 antag	Gli-Sufu antag	CXCR6 inh
1	10	-3	5	-11
2	25	28	10	12
3	13	-6	-16	-9
4	12	3	9	-6
5	-1	1	-13	-10
6	7	11	5	2
7	7	-2	0	10
8	17	-1	1	5
9	21	7	5	-1
10	9	-7	7	-2
11	10	-6	47	-9
12	4	20	-52	-9
13	3	-10	-13	-1
14	-1	-5	-1	6
15	11	14	12	5

Fetched by compound from the entries so far, 2 records:
#	compound	APJ antagonist	UBC13 inh	697 NFkB inh	Jurkat NFkB inh
5	Cc1cc(C)n2nc(SCC(=O)Nc3ccc(F)cc3)nc2n1	22	7	5	4
10	O=C(CC(NC(=O)c1ccccc1)c1ccccc1)Nc1cccc2ccccc12 (stereo unspecified)	-18	1	21	10

#	CCR6 antag	EBI2 antag	Gli-Sufu antag	CXCR6 inh
5	-1	1	-13	-10
10	9	-7	7	-2

Back to the main list, repeating the 2 entries before the break.
#	compound	APJ antagonist	UBC13 inh	697 NFkB inh	Jurkat NFkB inh
14	Cc1oc(-c2cccc(F)c2)nc1CN1CCCCC1CCn1cccn1 (stereo unspecified)	-13	-11	-2	6
15	CC(C)CCn1c(N2CCc3ccccc3C2)nc2c1c(=O)[nH]c(=O)n2C	-4	-2	-14	4
16	Cc1ccccc1CC(=O)Nc1ccon1	-1	-5	-6	4
17	COc1cc(/C=C2/SC(=S)N(c3c(C)n(C)n(-c4ccccc4)c3=O)C2=O)ccc1O	53*	-135	23	12
18	CC1Cc2cc(S(=O)(=O)N3CCN(c4ccc(Cl)cc4)CC3)ccc2N1C(=O)C1CC1 (stereo unspecified)	5	-2	-17	29
19	CCCc1cc(C(=O)Nc2cccc(C(C)=O)c2)no1	-6	2	-24	-90
20	CCN(c1ccccc1)S(=O)(=O)c1ccc(Cl)c(C(=O)OCC(=O)c2[nH]c(C)c(C(C)=O)c2C)c1	8	13	-11	-7
21	COC(=O)c1ccc(Nc2cc(C)nc3ccc(C)cc23)cc1	11	4	-62	59*
22	Cc1ccc(-c2cc(C(=O)Nc3ccccc3C(N)=O)c3ccccc3n2)o1	28	-3	7	5
23	CC(=O)N1c2ccc(S(=O)(=O)NCC3CCC(C(=O)Nc4ccc(C)cn4)CC3)cc2CC1C (stereo unspecified)	3	2	-5	24
24	COc1cc(C(CCN2CCCC2)c2c(OC)cc(OC)c3c(-c4ccccc4)cc(=O)oc23)cc(OC)c1OC (stereo unspecified)	0	46*	30	17
25	CCOc1ccc(N2CC(C(=O)N3CCCCC3)CC2=O)cc1 (stereo unspecified)	6	-8	1	6
26	COc1ccc(C(=O)CC(=O)C(=O)Nc2cc(C)ccc2C)cc1	13	-13	9	15
27	O=C(O)c1ccoc1CN1CCCCC1	8	7	24	-1
28	O=C(Cn1nnc(-c2ccc(S(=O)(=O)N3CCCC3)cc2)n1)NCC1CCCO1 (stereo unspecified)	2	3	11	10
29	CCOC(=O)c1c(C)[nH]c(C)c1C(=O)COC(=O)/C=C/c1ccc(OC(F)F)cc1	-2	20	-13	14
30	O=C(N/N=C/c1cn(-c2ccccc2)nc1-c1ccccc1)c1ccco1	-17	-7	6	-17
31	C=CCc1cc(Cl)ccc1OCCN(C)C	11	2	8	0

#	CCR6 antag	EBI2 antag	Gli-Sufu antag	CXCR6 inh
14	-1	-5	-1	6
15	11	14	12	5
16	-3	3	19	-6
17	51*	18	-1	51*
18	8	25	-11	-3
19	8	-8	-59	-2
20	12	4	-4	0
21	19	21	9	0
22	18	11	-5	47*
23	0	1	34	0
24	4	4	18	-1
25	1	4	-1	1
26	11	-9	0	8
27	-5	-4	2	0
28	0	-7	6	-7
29	0	15	-5	-8
30	-10	-14	-18	3
31	12	-7	-6	2

Another view of some results above:
No. | compound | APJ antagonist | UBC13 inh | 697 NFkB inh | Jurkat NFkB inh | CCR6 antag | EBI2 antag | Gli-Sufu antag | CXCR6 inh
18 | CC1Cc2cc(S(=O)(=O)N3CCN(c4ccc(Cl)cc4)CC3)ccc2N1C(=O)C1CC1 (stereo unspecified) | 5 | -2 | -17 | 29 | 8 | 25 | -11 | -3
19 | CCCc1cc(C(=O)Nc2cccc(C(C)=O)c2)no1 | -6 | 2 | -24 | -90 | 8 | -8 | -59 | -2
20 | CCN(c1ccccc1)S(=O)(=O)c1ccc(Cl)c(C(=O)OCC(=O)c2[nH]c(C)c(C(C)=O)c2C)c1 | 8 | 13 | -11 | -7 | 12 | 4 | -4 | 0
21 | COC(=O)c1ccc(Nc2cc(C)nc3ccc(C)cc23)cc1 | 11 | 4 | -62 | 59* | 19 | 21 | 9 | 0

Assay outcomes as filed in PubChem.
